KCNQ1 pot – potentiators or activators of human KCNQ1 potassium channel | B-score at 10 µM | 310,000 compounds, 0.35% hits | AID 2648 | CHO-K1 KCNQ1, thallium flux FluxOR fluorescence; hits give high values;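 active means fluorescence ratio B-score, a plate-corrected score, at least three library SD, with initial intensity B-score within 5 SD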
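assay system = CHO-K1 cells stably expressing KCNQ1 | medium = assay buffer, equal DMSO in all wells | timing = 37 °C overnight plating, 90-min dark dye load, 20-min compound pretreatment | measured by = kinetic FluxOR thallium fluorescence, 10-s 1-Hz baseline, 110-s post-stimulus read | measure = fluorescence change relative to baseline, converted to B score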
KCNK3 inh – human KCNK3 channel inhibition, primary screen; CHO-KCNK3 thallium flux, FluxOR fluorescence; hits give low values; 340,000 compounds, 0.84% hits; B-score at 10 µM; AID 602410; O14649;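 active means B-score under library mean minus 4 SD, starting fluorescence ratio at most library mean plus 5 SD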;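 further: more negative B-score means stronger inhibition of thallium flux through KCNK3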
PolyA inhibitor – yeast polyadenylation inhibition; calls only at 12 µM; 300,000 compounds, 0.02% hits; S. cerevisiae SKY197-pL101 polyadenylation reporter, beta-gal luminescence; efflux-impaired pdr1/pdr3 knockout yeast; score 100 = 6 SD above DMSO;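 active means lowest replicate activity score at least 50, where 100 means six control SD above control mean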;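 further: yeast exposed to compound for 9 h at 30 °C; higher score means more reporter readthrough which indicates perturbed polyadenylation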
KCNK9 inh – inhibitors of human KCNK9 two-pore domain potassium channel; B-score at 10 µM; AID 488922; Q9NPC2; HEK293 KCNK9, FluxOR thallium flux fluorescence; hits give low values; 310,000 compounds, 1.2% hits;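 active means ratio B-score over 3 SD below the library mean, with starting fluorescence within 5 SD of its mean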;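 further: negative B-score means less thallium flux so channel inhibition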
KCNQ1 block – human KCNQ1 channel inhibition. P51787. CHO-K1 KCNQ1, FluxOR thallium flux fluorescence; hits give high values. B-score at 10 µM. 310,000 compounds, 1.3% hits. AID 2642;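 active means compounds whose thallium flux B-score, printed positive for inhibition, exceeds three library SD while starting fluorescence stays within three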;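 further: channel opened by potassium depolarization with thallium stimulus after 20 min compound exposure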
hERG rescue – compounds protecting human hERG from proarrhythmic drug block. activation (rescue from dofetilide block), less the hit threshold, % at 10 µM. 310,000 compounds, 0.51% hits. CHO-hERG, FluxOR thallium flux, dofetilide IC70 present;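 active means activation above the mean of controls blocked by dofetilide plus 5 SD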;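 further: thallium influx through hERG after potassium depolarization seen as dye fluorescence rise; in these data hits start at about 4.7%; inactives centre near -7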
RGS4 pot – RGS4 potentiation or activation. HEK293 M3R/inducible RGS4, carbachol calcium flux Fluo4; hits give low values. B-score at 10 µM. 310,000 compounds, 0.92% hits. AID 463111;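 active means B-score of the integrated calcium signal more than 4 SD below the library mean, with starting fluorescence not abnormally high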;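 further: negative B-score means reduced calcium response which marks RGS4 activation or potentiation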
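Reagent: ECmax carbachol challenge; Test system: M3R-expressing HEK293 line, RGS4 induced by doxycycline; Schedule: overnight RGS4 induction, 30 min dye load 37 °C, 20 min compound RT; Detection: calcium dye Fluo4 fluorescence; Read-out: Agonist-evoked peak-minus-minimum fluorescence over baseline, integrated ratio, B score.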
GSK3 alpha inh – inhibitors of human GSK-3 alpha kinase; 320,000 compounds, 0.1% hits; ADP-Glo luminescence, 60 min; AID 2650; inhibition, % at 10 µM;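 in the data active means inhibition above about 50%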;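 further: GST-tagged GSK-3 alpha with peptide substrate and 25 µM ATP; 0% = DMSO neutral wells and 100% = GW8510 positive control wells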
Target sequence (P49840 whole entry, looked up): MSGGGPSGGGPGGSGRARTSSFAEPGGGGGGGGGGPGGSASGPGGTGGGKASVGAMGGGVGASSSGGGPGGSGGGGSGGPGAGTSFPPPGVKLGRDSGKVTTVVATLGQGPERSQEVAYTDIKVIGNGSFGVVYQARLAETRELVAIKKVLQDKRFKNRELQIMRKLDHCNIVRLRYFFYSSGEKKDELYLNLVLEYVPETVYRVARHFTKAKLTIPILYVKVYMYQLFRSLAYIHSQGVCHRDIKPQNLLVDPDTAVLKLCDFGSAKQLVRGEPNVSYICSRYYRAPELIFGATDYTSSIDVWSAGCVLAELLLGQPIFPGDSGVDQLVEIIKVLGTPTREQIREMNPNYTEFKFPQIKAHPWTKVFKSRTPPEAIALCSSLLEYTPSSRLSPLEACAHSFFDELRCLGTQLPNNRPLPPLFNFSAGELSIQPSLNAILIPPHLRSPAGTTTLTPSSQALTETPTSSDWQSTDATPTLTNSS
GSK3beta inhib – inhibitors of human GSK3beta kinase | activity score (negative = inhibition), % at 10 µM | P49841 | 300,000 compounds, 0.038% hits | GST-GSK3beta kinase, ADP-Glo luminescence, 60 min; hits give low values;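 active means more than half of replicate wells score below -50%, meaning over 50% inhibition versus plate controls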;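 further: 0% = median DMSO wells and -100% = median GW8510 positive control wells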
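Assay system: GST-fused GSK3beta enzyme, cell-free / Medium: Tris pH 7.5 buffer with MgCl2, DTT, BSA, heparin / Also added: peptide substrate plus 25 µM ATP (final) / Compound: 10 µM single point / Timing: kinase reaction with compound 60 min at room temperature / Detection: ADP-Glo luminescence / Benchmarks: DMSO neutral wells and GW8510 at 20 µM as positive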
HDAC3 inhib – blocks human histone deacetylase 3. O15379. recombinant HDAC3, fluorogenic peptide/trypsin coupled, fluorescence. inhibition, % at 8.3 µM. 320,000 compounds, 0.15% hits; in the data active means inhibition above about 26%, passing the limit was not always enough
Target sequence (O15379 whole entry, looked up): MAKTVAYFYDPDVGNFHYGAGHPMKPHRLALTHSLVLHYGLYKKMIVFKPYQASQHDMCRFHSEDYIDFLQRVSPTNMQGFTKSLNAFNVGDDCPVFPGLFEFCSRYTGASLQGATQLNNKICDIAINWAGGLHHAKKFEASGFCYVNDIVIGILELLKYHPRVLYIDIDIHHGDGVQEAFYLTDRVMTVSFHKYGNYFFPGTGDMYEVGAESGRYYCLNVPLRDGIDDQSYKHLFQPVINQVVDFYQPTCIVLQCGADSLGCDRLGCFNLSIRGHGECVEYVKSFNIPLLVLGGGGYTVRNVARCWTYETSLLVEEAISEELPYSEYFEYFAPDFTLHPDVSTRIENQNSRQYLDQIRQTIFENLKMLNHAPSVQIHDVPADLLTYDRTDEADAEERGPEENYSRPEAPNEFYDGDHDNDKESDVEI
DYRK1A inh – blocks rat Dyrk1A kinase activity; 310,000 compounds, 0.43% hits; inhibition, % at 12.5 µM; AID 504441; ADP-Glo luminescence, NFATc1 peptide; in the data active means inhibition above about 50%;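 further: plate controls were vehicle with enzyme for no effect and no enzyme for full effect; many of its hits are not listed in these tables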
Numbers without * were called inactive; i = inactive; · = no result given. Not all compounds are listed, so the mix of outcomes need not match the whole.

No.	molecule	KCNQ1 pot	KCNK3 inh	PolyA inhibitor	KCNK9 inh	KCNQ1 block	hERG rescue	RGS4 pot	GSK3 alpha inh	GSK3beta inhib	HDAC3 inhib	DYRK1A inh
1	CCN(CC)CCC(c1ccc2c(c1)OCO2)c1c(OC)cc(OC)c2c(-c3ccccc3)cc(=O)oc12 (centres undefined)	i	i	i	i	i	-17	i	3	-4	4	24
2	O=C(CCCC1=NS(=O)(=O)c2ccccc2N1)OCc1ccc(Cl)cc1	i	i	i	i	i	-7	i	-2	5	12	16
3	O=C(O)CC(=O)Nc1ccccc1C(=O)O	i	i	i	i	i	-10	i	-2	-2	-3	1
4	COc1ccc(Nc2nc(C)cc(C)n2)cc1Cl	i	i	i	i	i	1	i	0	1	5	20
5	COc1ccc2c(CN(C)c3ccccc3)cc(=O)oc2c1	i	i	i	i	i	-9	i	·	-2	·	3
6	CC(C)=CCN1CCN(Cc2cccn2-c2ncccn2)CC1CCO (centres undefined)	i	i	i	i	i	-13	i	0	-2	-3	·
7	O=C(NN1C(=O)c2ccc(-c3ccc4c(c3)C(=O)N(NC(=O)c3cccnc3)C4=O)cc2C1=O)c1cccnc1	i	i	i	i	i	-6	i	4	3	1	-4
8	O=C(CC1CCCCC1)NCC1CCCO1 (centres undefined)	i	i	i	i	i	-4	i	-2	2	-5	-5
9	COc1cccc(NC(=O)CN(C)C(=O)Cn2cnc3ccccc3c2=O)c1	i	i	i	i	i	-7	i	1	-9	-1	9
10	O=C(CCc1ccccc1)N1CCN(Cc2ccc(F)cc2Cl)CC1	i	i	i	i	i	-7	i	-2	-2	1	0
11	COc1ccc(CCNCc2ccc(OCc3ccc(Cl)nc3)c(OC)c2)cc1OC	i	i	i	i	i	-7	i	4	0	4	-2
12	Cc1ccc(/C=C/C(=O)C2C(=O)c3ccccc3C2=O)cc1	20*	i	i	i	i	25*	i	-4	3	-2	1

More compounds follow:
No.	molecule	KCNQ1 pot	KCNK3 inh	PolyA inhibitor	KCNK9 inh	KCNQ1 block	hERG rescue	RGS4 pot	GSK3 alpha inh	GSK3beta inhib	HDAC3 inhib	DYRK1A inh
13	CCC(C)(C(=O)NC1CCCC1)N(Cc1ccco1)C(=O)Cc1cccs1 (centres undefined)	i	i	i	i	i	-16	i	0	6	1	1
14	N#Cc1cc(NC(=O)c2ccc(F)cc2)c(=O)n2c1[nH]c1ccccc12	i	·	i	i	i	-12	i	0	3	-5	·
15	Cc1ccc(S(=O)(=O)N2CCCC2C(=O)OCc2nc3sc(C)c(C)c3c(=O)[nH]2)cc1 (centres undefined)	i	i	i	i	i	-11	i	0	-1	4	0
16	COc1ccc(N2C(=O)c3ccccc3NC23C(=O)N(C)c2ccccc23)cc1 (centres undefined)	i	i	i	i	i	-9	i	0	0	3	4
17	CSc1ccc(S(=O)(=O)NC2CCCCC2)cc1	i	i	i	i	i	-8	i	1	1	-3	-5
18	Cc1cc(C)n2nc(S(=O)(=O)N(C)Cc3ccccc3)nc2n1	i	i	i	i	i	-6	i	-1	-4	0	-5
19	COC(=O)c1c(C)oc(C)c1S(=O)(=O)NCc1ccc(Cl)cc1	i	i	i	i	i	-4	i	6	-2	-2	·
20	O=S(=O)(c1ccc(Br)cc1)c1nc(-c2ccccc2)oc1NCCN1CCOCC1	i	i	i	i	i	-5	i	2	-1	-3	3
21	O=C(Cn1cnc2ccccc21)c1ccccc1	i	i	i	i	i	5.0*	i	-4	0	0	·
22	C/C=C/c1ccc(OCCOc2ccc(C=O)cc2OC)c(OC)c1	i	i	i	i	i	-7	i	0	-2	3	-7
23	COc1ccc(CC(=O)N2N=C(c3ccncc3)CC2(O)C(F)(F)F)cc1 (centres undefined)	i	i	i	i	i	-6	i	1	-2	-2	-22
24	O=C(CSc1nnnn1-c1ccc(O)cc1)NC1CCCCC1	i	i	i	i	i	-1	i	0	-2	5	3

Next compounds follow:
No.	molecule	KCNQ1 pot	KCNK3 inh	PolyA inhibitor	KCNK9 inh	KCNQ1 block	hERG rescue	RGS4 pot	GSK3 alpha inh	GSK3beta inhib	HDAC3 inhib	DYRK1A inh
25	CC(C)Cn1c2c(c(O)c(C(=O)Nc3nc4ccccc4s3)c1=O)CCCC2	i	i	i	i	i	-7	i	-1	1	-4	-6
26	Cc1cc(N2C(=O)c3ccc(C(=O)Nc4ccc(O)cc4C(=O)O)cc3C2=O)no1	i	i	i	i	i	-3	i	0	-1	0	-8
27	CC(c1n[nH]c(=S)n1-c1ccc(Cl)cc1)N(C)C (centres undefined)	i	i	i	i	i	-13	i	-4	2	-4	0
28	Cc1cc(C)c2nc(N(CCCN(C)C)C(=O)c3ccc(S(=O)(=O)N4CC(C)OC(C)C4)cc3)sc2c1 (centres undefined)	i	i	i	i	i	-8	i	-2	-2	3	-1
29	CCCCNC(=O)N(C)c1nc2ccccc2s1	i	i	i	i	i	0	i	-1	1	4	2
30	CC(C)CCNC(=O)C(C)N(Cc1ccc(F)cc1)C(=O)c1ccc(CN2CCCCC2)o1 (centres undefined)	i	i	i	i	i	-15	i	3	1	1	-6
31	O=C(Oc1coc(CSc2ncccn2)cc1=O)c1ccco1	i	i	i	i	i	-1	i	-1	4	-2	-8
32	CCOCCn1c(=O)c2c(nc3n2CC(C)CN3CCc2ccccc2)n(C)c1=O (centres undefined)	i	i	i	i	i	-9	i	1	0	5	·
33	CCOC(=O)N1CCN(CC(=O)Nc2c(C(=O)OC)[nH]c3cc(C)ccc23)CC1	i	i	i	i	i	-9	i	-4	1	1	·
34	CN(CCCNC(=O)C1CCC(CNS(=O)(=O)c2ccccc2)CC1)Cc1ccccc1 (centres undefined)	i	i	i	i	i	-5	i	0	6	1	3
35	Cc1ccccc1C(=O)NC(=S)Nc1sc2c(c1C#N)CCC(C)C2 (centres undefined)	i	i	i	i	i	-1	i	-1	-4	-1	6
36	COc1ccc(CC(=O)OC(C)CN2CCCC2)cc1 (centres undefined)	i	i	i	i	i	-3	i	-1	3	-1	8

(next part)
No.	molecule	KCNQ1 pot	KCNK3 inh	PolyA inhibitor	KCNK9 inh	KCNQ1 block	hERG rescue	RGS4 pot	GSK3 alpha inh	GSK3beta inhib	HDAC3 inhib	DYRK1A inh
37	COc1ccc(Nc2cnn(-c3nc4ccccc4s3)c(=O)c2Cl)cc1	i	i	i	i	i	-16	i	0	-24	-2	2
38	CCc1nn(C(CC)C(=O)NCc2cccc(OC)c2OC)c(=O)c2cc3occc3n12 (centres undefined)	i	i	i	i	i	-5	i	0	2	-4	-1
39	Cc1ccccc1OCCC(=O)Nc1ccc(Cl)cc1F	i	i	i	i	i	-9	i	2	-2	6	-2
40	Cc1cc(C)c(NS(=O)(=O)c2ccc3c(c2)NC(=O)CCS3)c(C)c1	i	i	i	i	i	-7	i	-1	4	4	·
41	Cc1cc(C(F)F)n2ncc(C(=O)NCCc3ccc(Cl)cc3)c2n1	i	i	i	i	i	-10	i	-1	1	6	-7
42	O=C(Nc1ccccc1C(F)(F)F)c1cc(-c2cccc(O)c2)on1	i	i	i	i	i	-8	i	-2	·	2	3
43	COc1ccc(-c2nc(-c3ccc4c(c3)OCO4)[nH]c2-c2ccc(OC)cc2)cc1	i	i	i	-9.2*	i	-5	i	-1	-1	-5	8
44	Cc1c(NC(=O)Nc2ccccc2C(F)(F)F)c(=O)n(-c2ccccc2)n1C	i	i	i	i	i	-4	i	0	3	-12	-2
45	COCCNC(=O)/C(C#N)=C\c1ccc(CNS(=O)(=O)c2ccc(C)cc2)o1	i	i	i	i	i	-3	i	1	3	·	5
46	CCOc1ccc2nc(C(=O)N3CCCC(C)C3)sc2c1 (centres undefined)	i	i	i	i	i	-10	i	0	-1	3	-8
47	Cc1c(C(=O)Nc2ccc3c(c2)CCC3)cccc1[N+](=O)[O-]	i	i	i	i	i	-8	i	-2	-2	-5	1
48	COc1ccc(N2CCN(C(=O)c3ccc(CS(=O)(=O)c4ccc(OC)cc4)o3)CC2)cc1	i	i	i	i	i	-4	i	-2	2	0	-2

(list continues)
No.	molecule	KCNQ1 pot	KCNK3 inh	PolyA inhibitor	KCNK9 inh	KCNQ1 block	hERG rescue	RGS4 pot	GSK3 alpha inh	GSK3beta inhib	HDAC3 inhib	DYRK1A inh
49	COc1ccc(OC)c(/C=N/NC2=NS(=O)(=O)c3ccccc32)c1	i	i	i	i	i	-3	i	-5	1	-2	-3
50	COc1cc(OC)cc(C(=O)NNC(=O)c2ccc(S(=O)(=O)N(C)c3ccccc3OC)cc2)c1	i	i	i	i	i	-10	i	-3	-4	5	0
51	CCOc1ccc(OCC)c(NC(=O)CCCN2C(=S)NC(C)(C)CC2C)c1 (centres undefined)	i	i	i	i	i	-8	i	-1	-4	6	1
52	CCOc1ccccc1OCCC(=O)OCC(=O)c1ccc[nH]1	i	i	i	i	i	-2	i	1	1	3	-5
53	CC1(OC(=O)CCc2ccccc2)C(=O)C=C2C=C(c3ccc(C#N)cc3)N(Cc3ccco3)C=C2C1=O (centres undefined)	i	i	i	i	i	-4	i	-3	-2	-4	8
54	O=C1N/C(=C/c2cccn2-c2ccc(F)cc2)C(=O)N1Cc1ccccc1	i	i	i	i	i	-5	i	0	1	-8	7
55	Cc1ccc(NC(=O)CSc2nnc(-c3cccs3)n2Cc2ccco2)cc1	i	i	i	i	i	-5	i	4	·	3	-1
56	CN(CC(=O)Nc1ccccc1C(F)(F)F)C(=O)CN1C(=O)C2CCCCC2C1=O (centres undefined)	i	i	i	i	i	0	i	-1	·	-1	·
57	CCCOc1ccc(NC(=O)C2OC3OC(C)(C)OC3C3OC(C)(C)OC23)cc1 (centres undefined)	i	·	i	i	i	-10	i	0	-4	-1	·
58	Cc1nc(-c2ccc(Cl)cc2)sc1C1(C)CC(c2cccc(Cl)c2)=NO1 (centres undefined)	i	i	i	i	i	-8	i	-18	0	6	-3
59	N#Cc1cc2c(nc1SCc1ccccc1)CCCC2=O	i	i	·	i	i	-1	i	-2	19	8	5
